Bioassay records: PubChem, National Center for Advancing Translational Sciences (NCATS)
S3 lipid droplet: qHTS Assay for Lipid Storage Modulators in Drosophila S3 Cells. Drosophila S3 cells, BODIPY lipid droplet fluorescence, 18-24 h; cells fed with added oleic acid. Potency in µM for hits, for the others lipid storage change, negative = inhibition, % at the top dose, mostly 46.1 µM. actives 0.64% (n = 320,000). AID 2685, 2010; active = well fitted inhibition curve with a large enough effect in the signal ratio, with a control signal flat, not every such curve was filed as active; inconclusive = small, poorly fitted or top-dose-only effect, or effect the other way, or a change in a side signal; the % refers to the signal ratio
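Drosophila S3 cells got compounds at several concentrations plus oleic acid (400 uM solution). Laser-scanning cytometry with 488 nm excitation read lipid droplets at 500-530 nm and cells at 575-640 nm. Percent activity was relative to 20 uM Triacsin C.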
S3 lipid droplet cell count max: second read-out of S3 lipid droplet, no call of its own (marks repeat the call); cell number change, %; measured here: cell count max response;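 cells counted by Cell Tracker Red CMTPX staining in the red channel; peak over a dose series mostly up to 46.1 µM; percent activity relative to internal control wells on each plate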
* marks the source's active call; other numbers are inactive results; i = inactive; ? = inconclusive; . = not tested or not shown. % is set by controls: 0 for no effect and ±100 for the full control effect; potency is the fitted concentration of half-maximal effect.

Each structure is followed by: S3 lipid droplet	S3 lipid droplet cell count max
1. COc1cccc(SCc2noc(C(=O)NCC3CCCO3)c2C(=O)O)c1 (stereo unspecified)
  17.3%	0.3
2. CN(CCOc1ccccc1)CC(=O)Nc1ccc(Cl)c(S(=O)(=O)N(C)C)c1
  ?	.
3. O=C(c1ccccc1Br)N1CCN(Cc2ccc3c(c2)OCO3)CC1
  ?	.
4. CCOC(=O)c1c(NC(=O)COC(=O)c2nccnc2N)sc2c1CCC2
  ?	.
5. O=C(NC1CCS(=O)(=O)C1)C1CCCCN1S(=O)(=O)c1ccc(Cl)cc1 (stereo unspecified)
  ?	.
6. CCCCN(C(=O)C1CCN(C(=O)c2ccccc2C)CC1)c1c(N)n(CCCC)c(=O)[nH]c1=O
  ?	.
7. Cc1ccc(OCCC(=O)Nc2ccc(C)c(F)c2)cc1
  -6.3%	2.5
8. CCCN(Cc1cc(=O)[nH]c2ccccc12)C(=O)CC
  -2.4%	10.9
9. CCCOc1ccc(C(F)(F)F)cc1NC(=O)CN1C(=O)C(=O)N(CC)C1=O
  ?	.
10. O=C(Cc1coc2ccc3ccccc3c12)N1CCCC1
  i	-29.1
11. O=C(O)c1cccc2c1-c1ccccc1/C2=N\Nc1ccccc1
  ?	.
12. O=C(Nc1ccc2oc(=O)ccc2c1)c1ccccc1[N+](=O)[O-]
  -2.7%	2.2
13. CCOc1ccc(NC(=O)c2cccnc2SC)cc1
  ?	.
14. O=C(COC(=O)CNC(=O)c1sc2ccccc2c1Cl)Nc1c(Cl)cc(Cl)cc1Cl
  ?	.
15. Cc1ccc(SCCNC(=O)c2ccccc2F)cc1
  ?	.
16. CC(C)OCCCn1c(=S)[nH]c2ncccc2c1=O
  ?	.
17. CC(=O)c1ccc(NC(=O)CSc2nnc(-c3ccoc3C)n2Cc2ccccc2)cc1
  ?	.
18. COC(=O)c1cc(S(=O)(=O)N2CCN(c3cc(C)ccc3C)CC2)c[nH]1
  -19.8%	-6.3
19. Cc1ccc(C(=O)C2CCN(CC(=O)Nc3ccc(N(C)C)cc3)CC2)cc1
  ?	.
20. CCOCCCNC(=O)CN1C(=O)/C(=C\c2ccc(C)cc2)Sc2ccccc21
  -21.5%	-12.8
21. CCN(CC(=O)Nc1c(F)cccc1F)C(=O)C(C)SCc1nc2sc(C)c(C)c2c(=O)[nH]1 (stereo unspecified)
  12.1%	9.2
22. COc1ccc(N2CCN(C(=O)CCNC(=O)c3ccc(Br)cc3)CC2)cc1
  ?	.
23. Cc1ccc(S(=O)(=O)N(C)CC(=O)Nc2nc3ccccc3s2)cc1
  ?	.
24. COCCNC(=S)N1CCC(C(=O)c2ccc(C)cc2)CC1
  9.0%	4.2
25. CCC(c1nnnn1Cc1ccc(OC)cc1)N1CCN(c2ccc(OC)cc2)CC1 (stereo unspecified)
  2.0%	-9.6
26. COc1ccc(-n2nnnc2SCC(=O)NCCc2ccc(OC)c(OC)c2)cc1
  -7.3%	-16.3
27. CCOC(=O)C1(CCc2ccccc2)CCN(Cc2cccc3nccnc23)CC1
  ?	.
28. Cc1[nH]c2ccccc2c1C(c1ccccn1)N1CCC(C)CC1 (stereo unspecified)
  -8.8%	.
29. CN(c1ccc(OCC(=O)Nc2ccc3[nH]c(=O)[nH]c3c2)cc1)S(=O)(=O)c1ccc(Cl)cc1
  ?	.
30. CCc1ccc(N2CC(C(=O)Nc3ccc4c(c3)OCO4)CC2=O)cc1 (stereo unspecified)
  ?	.
31. Cc1cc(C)cc(NC(=O)c2ccc(Cn3nc(C)c(Cl)c3C)o2)c1
  ?	.
32. O=C(NCCNC(=O)c1ccc(Cl)cc1Cl)c1ccccn1
  3.7%	1.3
33. CC(=O)NS(=O)(=O)c1ccc(NC(=O)c2ccc(Cl)cc2[N+](=O)[O-])cc1
  ?	.
34. COc1ccc(CC(=O)Nc2sc3c(c2C#N)CC(C)(C)NC3(C)C)cc1OC
  ?	.
35. Cc1ccc(NC(=O)CN2CCC(NC(=O)c3ccccc3F)CC2)cc1C
  ?	.
36. CC(=O)CCc1c(C)nc2ccc(C)cc2c1Cl
  ?	.
37. CCCCn1c(CCCNC(=O)CC)nc2ccccc21
  ?	.
38. Cc1nn(Cc2ccccc2)c(C)c1/C=N/NC(=O)c1ccccc1O
  ?	.
39. COc1ccc(C2CC(C(F)(F)F)n3ncc(C(=O)NCC4CCCO4)c3N2)cc1OC (stereo unspecified)
  ?	.
40. Cc1onc(-c2ccccc2)c1C(=O)c1c[nH]c(C(=O)NCCCN2CCOCC2)c1
  ?	.

Quoted from above, compounds 39–40
Each structure is followed by: S3 lipid droplet	S3 lipid droplet cell count max
39. COc1ccc(C2CC(C(F)(F)F)n3ncc(C(=O)NCC4CCCO4)c3N2)cc1OC (stereo unspecified)
  ?	.
40. Cc1onc(-c2ccccc2)c1C(=O)c1c[nH]c(C(=O)NCCCN2CCOCC2)c1
  ?	.

(listing goes on)
Each structure is followed by: S3 lipid droplet	S3 lipid droplet cell count max
41. Cc1ccc(S(=O)(=O)CCSc2nccn2C)cc1
  ?	.
42. O=C(NC1CC1)C(=O)c1c[nH]c2ccccc12
  -10.1%	-6.9
43. CC(=O)Nc1ccc(S(=O)(=O)N2CCCC2C(=O)Nc2ccc3c(c2)OCCO3)cc1 (stereo unspecified)
  18.3%	43.4
44. NC(=O)C1CCN(C(=O)c2cnn(-c3ccccc3)c2NC(=O)c2cccc(F)c2)CC1
  ?	.
45. C/C=C(\C)CN1CCN(c2cc(C)ccc2C)CC1
  9.0%	.
46. COc1cccc(C=O)c1OC(=O)N1CCOCC1
  ?	.
47. Nn1c(SC/C=C/c2ccccc2)nnc1-c1ccccn1
  ?	.
48. O=c1c2ccccc2nc(CSc2nnnn2-c2ccccc2)n1-c1ccccc1
  ?	.
49. COc1ccc(Cn2c(=O)c3c(nc(NCCO)n3C)n(C)c2=O)cc1
  12.3%	2.8
50. COc1ccc(S(=O)(=O)N2CCOCC2)cc1C(=O)Nc1ccc2c(c1)OCO2
  0.6%	-1.5
51. Cc1cc(C(=O)N/N=C/c2c[nH]c3ccccc23)c(C)o1
  -11.8%	-4.2
52. N=C1C(c2ccccc2)=C(O)CN1c1cccc2ccccc12
  ?	.
53. Cc1cc(C)n(-c2ccc(C(=O)Nc3ccccc3N3CCOCC3)cc2)n1
  -24.2%	.
54. CC1CCN(CC(=O)Nc2sc3c(c2C#N)CCC3)CC1
  4.7%	4.2
55. CN1C2CCC1/C(=C\c1ccccc1)C(=O)/C2=C\c1ccccc1
  -25.7%	-3.8
56. CCCn1c(SCC(=O)NNC(=O)c2ccc(OC)cc2)nnc1C(C)C
  ?	.
57. COc1cc(C(=O)ON=C2C3CC4CC(C3)CC2C4)cc(OC)c1OC
  0.0%	-14.0
58. Cc1ccc(-c2cc3nc(C)cc(NCc4ccco4)n3n2)cc1
  ?	.
59. O=C(OCCNc1nc(-c2ccccc2)nc2ccccc12)c1ccncc1
  ?	.
60. Cc1ccc(NC(=O)CNCC(c2ccccc2)N(C)C)cc1F (stereo unspecified)
  10.3%	9.8

3 of these compounds in a different format.
54) CC1CCN(CC(=O)Nc2sc3c(c2C#N)CCC3)CC1
  S3 lipid droplet: 4.7%
  S3 lipid droplet cell count max: 4.2
59) O=C(OCCNc1nc(-c2ccccc2)nc2ccccc12)c1ccncc1
  S3 lipid droplet: ?
  S3 lipid droplet cell count max: .
49) COc1ccc(Cn2c(=O)c3c(nc(NCCO)n3C)n(C)c2=O)cc1
  S3 lipid droplet: 12.3%
  S3 lipid droplet cell count max: 2.8

(cont.)
Each structure is followed by: S3 lipid droplet	S3 lipid droplet cell count max
61. Cc1ccc2sc(N(CCCN(C)C)C(=O)c3ccc(S(=O)(=O)N4CCCCCC4)cc3)nc2c1C
  ?	.
62. CC1=C(C(=O)OCc2ccccc2)C(c2cccnc2)c2c(n(C)c(=O)n(C)c2=O)N1 (stereo unspecified)
  ?	.
63. CC12CC3(C)CC(C)(C1)CC(C(=O)NCc1ccccn1)(C2)C3
  ?	.
64. O=C(Nc1ccc2ccccc2n1)C1CCCCC1
  -2.4%	16.6
65. O=C(Nc1nncs1)c1ccc2c(c1)OCO2
  4.61µM*	11.7*
66. CCCCn1c(N)c(N(CCC(C)C)C(=O)CC2OC(=O)c3ccccc32)c(=O)[nH]c1=O (stereo unspecified)
  ?	.
67. CCOC(=O)c1cnc(SC)nc1Oc1cccc(NC(=O)c2ccc(Cl)cc2)c1
  ?	.
68. Cc1cc(C)c(S(=O)(=O)Nc2cccc3nsnc23)c(C)c1
  i	8.0
69. COC(=O)COc1cc(Cl)c(C=O)cc1OC
  ?	.
70. CCC(=O)Nc1ccc(C(=O)CSc2nc3ccc(C)cc3[nH]2)cc1
  21.4%	-1.2
71. CC(OC(=O)c1cccc(-n2cnnn2)c1)c1nc2ccccc2c(=O)[nH]1 (stereo unspecified)
  ?	.
72. O=C(Nc1ccc(Cl)cc1F)C1CC(=O)N(Cc2ccco2)C1 (stereo unspecified)
  ?	.
73. CCOC(=O)C1(Cc2ccccc2Cl)CCN(C(=O)c2cnccn2)CC1
  5.3%	-0.8
74. COc1ccc(S(=O)(=O)N2CCOCC2)cc1NC(=O)/C=C/c1ccc(F)cc1
  ?	.
75. COCCNCC(=O)NC12CC3CC(CC(C3)C1)C2
  ?	.
76. COc1cc(N=c2ssnc2Cl)cc(OC)c1OC
  ?	.
77. CCOC(=O)c1cn(Cc2ccccc2)nn1
  ?	.
78. Cc1cc(=O)c2ccccc2[nH]1
  -2.2%	0.5
79. COc1ccc(CN2CCC(n3nccc3NC(=O)c3cccc(F)c3)CC2)cc1O
  21.2%	8.1
80. O=C1CN(C(=O)NCC(=O)N2CCCC2)c2ccccc2N1
  ?	.
81. Cn1cc(NC(=O)Nc2ccc(C(F)(F)F)cc2)c(C(F)(F)F)n1
  -10.1%	0.7
82. CC1CCN(c2nc(-c3ccncc3)nc3ccccc23)CC1
  ?	.
83. COc1ccc(-n2nc(C(=O)NCC(=O)N3CCCCCC3)c3ccccc3c2=O)cc1Cl
  ?	.
84. COc1ccc(N2C(=O)CCC(C(=O)NCCCN3CCC(C)CC3)C2c2ccc(OC)c(OC)c2)cc1 (stereo unspecified)
  -6.5%	-8.4
85. Fc1ccc(-n2nnc(-c3ccccc3Br)n2)cc1
  i	-15.6
86. Cc1ccc2nc(-c3sc4nc(C)ccc4c3N)[nH]c2c1
  -17.0%	1.1
87. COC(=O)C1=C(C)OC(N)=C(C#N)C1c1ccccc1F (stereo unspecified)
  ?	.
88. O=C(CN1CCC(n2nnc3cc(F)ccc32)CC1)NNC(=O)c1ccccc1
  9.2%	-0.6
89. Cc1nn(Cc2ccccc2Cl)c(Cl)c1/C=C/C(=O)OCC(=O)NC1CCS(=O)(=O)C1 (stereo unspecified)
  ?	.
90. Cn1c(=O)oc2cc(S(=O)(=O)N3CCN(Cc4ccc5c(c4)OCO5)CC3)ccc21
  13.6%	-10.1
91. CCOC(=O)C1=C(COC(=O)/C=C/c2cccc(OC)c2)NC(=O)NC1C (stereo unspecified)
  ?	.
92. Cc1cccnc1NC(=O)CN1C(=O)COc2ccc(Cl)cc21
  ?	.
93. COc1cccc(OC)c1OCCCCc1c(C)n[nH]c1C
  ?	.
94. Cc1onc(-c2c(Cl)cccc2Cl)c1/C(N)=N/OC(=O)C1CC1
  4.7%	-0.2
95. N#Cc1nc(-c2ccco2)oc1N1CCN(c2ccccc2)CC1
  -13.8%	-12.2
96. Cc1sc(NC(=O)Cn2[nH]c(=O)c3ccccc3c2=O)nc1-c1ccccc1
  ?	.
97. CN(C)S(=O)(=O)N1C(=O)c2ccccc2C1=O
  ?	.
98. CC(C)(C)C1CCc2onc(C(=O)Nc3cccnc3)c2C1 (stereo unspecified)
  ?	.
99. COC(=O)CCC(=O)Nc1sc2c(c1C#N)CCCC2
  ?	.
100. COc1ccc(/C=C/C(=O)OCC(=O)Nc2ccc(OC)c(S(=O)(=O)N3CCCCC3)c2)cc1
  2.9%	-4.0
101. Cn1c(=O)c2c(-c3ccccc3)n(CCCN3CCOCC3)cc2n(C)c1=O
  i	8.0
102. Cc1ccc(C(=O)CS(C)(=O)=O)cc1
  ?	.
103. CC(C)NC(=O)CN(Cc1ccc(F)cc1)C(=O)CCC(=O)Nc1nccs1
  i	12.6
104. COc1ccc(-c2nc(SC)n(C)c(=O)c2C#N)cc1OC
  ?	.
105. Cn1ncc([N+](=O)[O-])c1C(=O)Nc1nccs1
  ?	.
106. CCOC(=O)C1C(c2ccccc2O)NC(=O)NC1(O)C(F)(F)F (stereo unspecified)
  ?	.
107. CSC1=NCCN1C(=O)c1cccc(Br)c1
  ?	.
108. CC(C#Cc1c([C@@H](C)Oc2ccccc2)nnn1Cc1ccccc1)Oc1ccccc1 (stereo partly specified)
  16.6%	0.4
109. CCC1(C)N(O)C(C)(C)C(c2ccc(F)cc2)=[N+]1[O-] (stereo unspecified)
  -0.2%	10.6
110. O=S(=O)(Cc1cc(Sc2ccccc2)nc(-c2ccccc2)n1)c1ccccc1
  ?	.
111. C=CCOc1ccc(/C(O)=C2/C(=O)C(=O)N(CCCn3ccnc3)C2c2ccco2)cc1 (stereo unspecified)
  ?	.
112. Cc1nn(C)cc1S(=O)(=O)N1CCN(Cc2ccccc2Cl)CC1
  ?	.
113. NS(=O)(=O)c1ccc(CCNC(=O)C(=O)NCC2OCCN2C(=O)c2ccc3c(c2)OCO3)cc1 (stereo unspecified)
  ?	.
114. CC(C)c1ccc(COC(=O)CN2C(=O)NC3(CCCCC3C)C2=O)cc1 (stereo unspecified)
  ?	.
115. COc1ccccc1NC(=O)/C=C\C(=O)O
  -12.9%	-17.9
116. Cc1ccc(-c2noc(CN(C(=O)CCCCCN3C(=O)c4ccccc4C3=O)C(C)C)n2)cc1
  ?	.
117. Cn1ccc(C(=O)OCC(=O)Nc2ccccc2)n1
  ?	.

The list is partial, so the mix of outcomes need not match the whole.
